# MBD2 DNA inh = inhibitors of MBD2 binding to methylated DNA, primary screen, biochemical, TR-FRET, DNA-binding domain, human; 370,000 tested, 0.31% active; MBD2 binding to methylated oligonucleotide; inhibition, % at 4.4 µM; in the data active = inhibition above about 13%
# ARFGAP1 inh = inhibitors of rat ARFGAP1 GAP activity, primary screen, biochemical, fluorescence polarization, GDP tracer; ADP-ribosylation factor GTPase-activating protein 1 (Rattus norvegicus), Q62848; Arfgap1-stimulated ARF1 GTP hydrolysis, GDP FP detection; inhibition, % at 16.5 µM; 360,000 tested, 0.26% active; AID 651572, 2012;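 active = inhibition above a per-plate limit, mean inhibition of low control wells plus 3 SD, cut at about 25% in these data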;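 note: 0% = DMSO wells with enzyme and 100% = wells lacking Arfgap1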
# Target sequence (Q62848 1-136 limits assumed): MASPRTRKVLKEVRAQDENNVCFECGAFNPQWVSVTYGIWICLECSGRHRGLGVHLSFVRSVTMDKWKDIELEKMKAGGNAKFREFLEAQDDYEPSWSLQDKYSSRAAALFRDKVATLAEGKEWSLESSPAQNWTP
#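 Assay system: Rat Arfgap1 GAP domain (His6, aa 1-136), purified enzyme | Buffer or medium: HEPES 25 mM pH 7.5, NaCl 150 mM, MgCl2, DTT | Schedule: GTP hydrolysis reaction 2 h at 25 °C | Signal: FP of antibody-bound GDP Alexa 633 tracer, ex 620/em 688 nm | Measure: Percent inhibition of Arfgap1-stimulated GTP hydrolysis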
# ADAM17 inh = ADAM17 inhibitors, primary screen, biochemical, QFRET. 370,000 tested, 0.83% active. recombinant ADAM17, EDANS/DABCYL FRET peptide cleavage. inhibition, % at 6.95 µM. Disintegrin and metalloproteinase domain-containing protein 17 (Homo sapiens), P78536. AID 720648, 2013;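 active = inhibition above the mean of compounds lying between control limits plus 3 SD, set per campaign, cut at about 8.5% in these data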;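 note: 0% = DMSO-only wells as the low control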
# Tn6 DDE FP = inhibitors of Tn6 peptide binding to fibrin DD(E), primary screen, biochemical, fluorescence polarization, human fibrin, Tn6 probe; 370,000 tested, 0.21% active; inhibition, % at 8.3 µM; Fibrin DD(E) TRITC-Tn6 fluorescence polarization displacement; AID 720509, 2013; Fibrinogen beta chain (Homo sapiens), P02675;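 active = inhibition above a per-campaign cutoff: mean of compounds within control limits plus 3 SD, cut at about 15% in these data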;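 note: 0% = median of all compound wells on the plate and 100% = blocking peptide control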
# Target sequence (P02675 whole entry, looked up): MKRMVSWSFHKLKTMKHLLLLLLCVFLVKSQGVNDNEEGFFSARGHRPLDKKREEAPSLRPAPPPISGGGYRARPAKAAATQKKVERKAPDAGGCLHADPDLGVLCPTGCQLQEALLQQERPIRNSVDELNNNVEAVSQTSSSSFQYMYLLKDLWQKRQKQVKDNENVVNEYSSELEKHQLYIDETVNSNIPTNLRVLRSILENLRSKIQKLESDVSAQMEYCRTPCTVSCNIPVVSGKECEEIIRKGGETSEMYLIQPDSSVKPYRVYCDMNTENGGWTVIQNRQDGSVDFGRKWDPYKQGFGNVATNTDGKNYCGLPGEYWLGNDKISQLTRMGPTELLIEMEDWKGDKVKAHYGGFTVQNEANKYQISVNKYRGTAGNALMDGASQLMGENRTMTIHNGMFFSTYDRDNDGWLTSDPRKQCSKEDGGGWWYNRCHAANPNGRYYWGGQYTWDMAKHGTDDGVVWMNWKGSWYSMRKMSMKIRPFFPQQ
# proKLK7 act = proKLK7 zymogen activators, primary screen, biochemical, fluorescence intensity. purified proKLK7, EDANS-DABCYL substrate fluorescence; 100% is mature enzyme control, 0% vehicle. activation, % at 7 µM. Kallikrein-7 (Homo sapiens), P49862. 370,000 tested, 0.9% active;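 active = activation above the mean of all tested compounds plus 3 SD, computed per campaign excluding outliers beyond control limits, cut at about 13% in these data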
# Target sequence (P49862 whole entry, looked up): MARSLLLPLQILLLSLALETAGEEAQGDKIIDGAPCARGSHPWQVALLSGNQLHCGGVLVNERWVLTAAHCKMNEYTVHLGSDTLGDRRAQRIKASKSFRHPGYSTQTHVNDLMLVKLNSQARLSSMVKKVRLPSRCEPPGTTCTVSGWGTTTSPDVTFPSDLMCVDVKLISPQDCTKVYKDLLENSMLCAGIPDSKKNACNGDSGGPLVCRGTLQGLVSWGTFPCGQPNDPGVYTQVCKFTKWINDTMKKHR
# ASAP1 inh = inhibitors of human ASAP1 ArfGAP activity, primary screen, biochemical, fluorescence polarization | 360,000 tested, 0.19% active | ASAP1-stimulated ARF1 GTP hydrolysis, GDP FP detection | AID 624377, 2012 | Arf-GAP with SH3 domain, ANK repeat and PH domain-containing protein 1 (Homo sapiens), … | inhibition, % at 16.5 µM; in the data active = inhibition above about 25%;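 note: 0% = vehicle with enzyme and substrate and 100% = no enzyme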
# PLC-gamma1 inh = PLC-gamma1 enzyme inhibitors, primary screen, biochemical, fluorescence, purified enzyme. 370,000 tested, 0.84% active. AID 720700, 2013. inhibition, % at 12.2 µM. 1-phosphatidylinositol 4,5-bisphosphate phosphodiesterase gamma-1 (Homo sapiens), P19174. fluorogenic substrate; in the data active = inhibition above about 9.5%
# UHRF1 MBD2 ctr = UHRF1 methylated DNA binding inhibitors, primary screen, counter-screen for MBD2 inhibitor project, biochemical, TR-FRET, human UHRF1, single concentration; 370,000 tested, 0.75% active; AID 687016, 2013; E3 ubiquitin-protein ligase UHRF1 (Homo sapiens), Q96T88; UHRF1 binding to methylated oligo; inhibition, % at 4.4 µM; in the data active = inhibition above about 21%;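 note: UHRF1 SRA domain binding a hemimethylated CpG hairpin DNA probe; 0% = median of test compound wells and 100% = reference inhibitor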
# PLC-beta3 inh = human PLC-beta3 inhibitors, primary screen, biochemical, fluorescence | 1-phosphatidylinositol 4,5-bisphosphate phosphodiesterase beta-3 (Homo sapiens), Q01970 | AID 720704, 2013 | inhibition, % at 12.2 µM | Purified PLC-beta3, fluorogenic substrate | 370,000 tested, 0.18% active; in the data active = inhibition above about 11%;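 note: 0% = median of compound wells on plate and 100% = full blocker control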
# DDE Tn7 FP inh = inhibitors of Tn7 peptide binding to fibrin DD(E), primary screen, biochemical, fluorescence polarization, human fibrin, Tn7 probe | FP displacement of FITC-Tn7 peptide from fibrin DD(E); 0% = median of compound wells per plate | AID 720508, 2013 | inhibition, % at 8.3 µM | 370,000 tested, 0.13% active | Fibrinogen beta chain (Homo sapiens), P02675;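 active = inhibition above the mean of compounds falling within the control limits plus 3 SD of them, cut at about 14% in these data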;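 note: 0% = plate median of compound wells and 100% = 10 µM Aha-Tn7 peptide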
#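 Assay system: human fibrin DD(E) protein / Input: 2 µM fibrin DD(E) / Benchmarks: high control of 10 µM Aha-Tn7 peptide / Measured by: fluorescence polarization of the labelled Tn7 tracer / Medium: Tris buffer with calcium and detergent, pH 7.8 / Timing: 10 min compound pre-incubation, 3 h probe incubation at room temperature / Repeats: one replicate per compound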
# Active calls of the source: *; i = inactive.
nr	smiles	MBD2 DNA inh	ARFGAP1 inh	ADAM17 inh	Tn6 DDE FP	proKLK7 act	ASAP1 inh	PLC-gamma1 inh	UHRF1 MBD2 ctr	PLC-beta3 inh	DDE Tn7 FP inh
1	CCOc1ccccc1N(CC(=O)NCCSc1ccccn1)S(=O)(=O)c1ccc(C)cc1	-3.5	0.2	2.5	7.8	-0.1	2.9	2.8	-1.0	-0.7	1.3
2	CCCCOc1ccc(CC(=O)NCC(=O)O)cc1	-1.3	10.7	-2.6	-1.1	-0.2	-5.3	0.1	0.4	1.3	-0.3
3	COc1ccc(NC(=O)c2c(C)nn(-c3ccccc3)c2Cl)cc1	-6.3	-7.1	-3.3	0.4	0.4	-5.8	-2.1	-1.4	-6.3	6.7
4	Cc1cc(C)n(S(=O)(=O)c2ccc(C)c(C)c2C)n1	-1.7	-0.8	-2.9	0.7	-0.5	-8.6	-3.4	1.4	-0.4	0.1
5	CCCCn1nnc(NC(=O)c2ccc([N+](=O)[O-])cc2Cl)n1	-0.1	2.2	-4.6	-2.6	-0.3	-7.0	0.3	-0.6	-6.1	-5.3
6	O=C(COc1cc(Cl)c(Cl)cc1Cl)N1CCN(c2ccccn2)CC1	-7.5	-6.7	-0.8	0.7	-0.1	-3.8	-2.3	0.3	0.4	-1.1
7	CCn1c(SCc2nc3scc(-c4ccccc4)c3c(=O)[nH]2)nnc1-c1cccs1	-8.3	2.0	6.6	-2.2	-0.1	0.1	-5.6	-1.0	-9.4	0.1
8	Cc1c(C)c2ccc(O[C@@H]3O[C@H](CO)[C@@H](O)[C@H](O)[C@H]3O)c(C)c2oc1=O	8.4	-5.6	-38.8	-0.7	0.0	-2.1	-4.5	-0.8	-9.7	-1.9
9	N#Cc1c(N)oc(-c2ccccc2)c1-c1ccccc1	-0.2	5.8	-5.2	2.0	-0.3	-1.9	-9.1	-3.6	-14.8	-1.9
10	Cc1ccc(O)c(CNc2ccccn2)c1	-3.7	0.8	-6.6	-2.9	0.5	-8.5	-1.9	-3.0	-1.5	-5.6
11	CCC(NC(=O)c1cccc(Cn2cc([N+](=O)[O-])cn2)c1)c1ccc(C(C)C)cc1 (configuration not stated)	-4.0	-8.7	6.5	8.6	0.8	2.0	-1.9	0.3	1.5	6.1
12	CC(C)CNC(=O)C1(C)CCCN1C(=O)C(C)(C)Oc1ccc(Cl)cc1 (configuration not stated)	4.9	5.3	-1.6	-11.7	-0.2	-10.2	-4.4	2.4	3.4	5.2
13	O=[N+]([O-])c1ccccc1S(=O)(=O)Nc1cccc(S(=O)(=O)N2CCCC2)c1	0.6	-0.7	-5.0	-3.1	-0.2	3.7	-1.3	-0.4	-1.3	1.5
14	c1csc(CNc2nc(Oc3ccncc3)c3sccc3n2)c1	7.5	5.0	-296.1	-6.2	17.1*	11.3	i	0.9	i	1.0
15	Cc1noc(C)c1-c1nnc(-c2ccc(OC(F)(F)F)cc2)o1	-0.6	-3.9	-2.5	5.8	-1.1	-18.1	-0.4	1.0	-7.0	-2.5
16	O=C(O)c1ccc2c(c1)C(=O)N(c1ccccc1-c1ccccc1)C2=O	3.2	-1.5	0.0	4.7	0.6	8.9	1.3	-0.2	-7.0	-1.7
17	O=C(CNC(=O)c1cccc(F)c1)N/N=C/c1cccs1	-1.4	0.1	-2.2	0.1	0.0	7.1	2.0	0.8	-4.7	-5.0
18	O=c1c2c(nc3nc(COc4ccccc4)[nH]n13)CCC2	0.7	1.6	-2.4	3.4	-0.1	-14.1	-0.3	-1.6	-2.4	0.8
19	NC(=O)CC(NC(=O)Cc1ccc(Br)cc1)c1ccc(NC2CCCCCCC2)c([N+](=O)[O-])c1 (configuration not stated)	1.1	-7.5	-3.2	2.8	0.3	10.1	1.3	-0.3	-0.5	-0.7
20	O=C(NC1CCCCC1)N(Cc1cc2cc3c(cc2[nH]c1=O)OCCO3)CC1CCCO1 (configuration not stated)	1.9	-5.2	-107.9	-0.3	4.3	-2.8	-31.4	-1.1	-40.9	3.2
21	O=C(CSc1nnc(-c2ccc(Cl)cc2)n1-c1ccccc1)N/N=C/c1ccccc1C(=O)O	-1.2	-1.8	1.8	-4.1	0.4	-2.7	1.5	1.7	0.8	2.2
22	CC(=O)Nc1ccc(NC(=O)Cn2cc3c(n2)CCCC3)cc1	-7.0	-8.1	-2.6	6.9	-0.2	-15.3	1.5	-0.3	1.8	10.6
23	Cc1nc2c3ccccc3nc(NNC(=O)CCC(=O)NC(C)C)n2n1	-1.7	5.9	1.1	6.8	-0.6	-3.0	5.0	2.0	2.5	0.1
24	O=C(/C=C/NNC(=O)c1ccccc1O)c1ccccc1	2.4	10.9	-3.8	9.1	0.7	-0.7	-11.8	-7.3	-17.0	4.3
25	O=S(=O)(NCc1ccccc1)c1cccc(S(=O)(=O)N2CCOCC2)c1	-7.1	5.9	4.6	-1.9	0.2	3.0	5.3	0.6	2.5	-15.4
26	CCOC(=O)c1c(C)n(C)c2ccc(OC)c([N+](=O)[O-])c12	13.4*	6.4	0.3	-3.4	-0.5	1.1	0.5	28.6*	0.4	-1.0
27	CCOC(=O)c1cc(C(C)(C)C)oc1CN	-3.7	16.4	-0.3	0.8	-0.3	3.6	-2.8	-3.1	1.1	6.6
28	Cc1ccc(Cc2c(-c3ccccc3)nc3ccc(Br)cn23)cc1	6.8	-8.2	0.2	-2.3	0.7	-1.6	-3.0	21.6*	-12.8	4.6
29	COc1cccc(CNC(=O)[C@H]2CCCN2C(=O)[C@H]2CCCN2C(=O)c2ccc(C)cc2)c1	-2.9	-6.5	-2.9	-0.2	0.0	5.5	1.6	3.5	-0.8	-4.7
30	O=c1[nH]cc(-c2ccc(Br)cc2)n1Cc1ccccc1	0.3	5.5	-4.3	-3.9	-0.2	-4.4	4.7	0.1	-3.8	5.7
31	Brc1cnc2nc(SCc3nc4ccccc4[nH]3)[nH]c2c1	-4.5	9.4	-16.7	-2.6	-0.9	11.0	-18.2	-0.3	-41.9	1.1
32	COc1ccc(CCNC(=O)Cc2ccc(NC3=NC4CS(=O)(=O)CC4S3)cc2)c(OC)c1 (configuration not stated)	5.5	5.9	2.8	-1.3	0.7	1.5	0.0	1.0	-0.4	-4.9
33	Cc1ccc(CNC(=O)C2CCN(c3nn4c(=O)cc(C)nc4s3)CC2)cc1	4.3	12.3	-4.3	-0.5	0.2	-6.4	-0.3	-2.4	-5.7	3.8
34	COc1ccc(Cl)cc1NC(=O)CN(C)C(=O)CN1C(=O)NC(C)(C)C1=O	1.9	-16.5	-4.4	-2.9	0.3	-4.2	1.6	-1.6	-5.5	9.6
35	CC1(c2nnc(Cc3ccccc3)o2)CC(c2ccccc2)=NO1 (configuration not stated)	0.8	4.3	-2.5	-1.4	0.6	4.3	2.1	0.8	-0.2	-0.1
36	CC(=O)c1cccc(NC(=O)Nc2ccc(C(=O)N3CCCC3)cc2)c1	-3.7	4.8	-1.1	0.6	0.0	0.9	0.7	1.5	-1.2	4.4
37	COc1ccc(-c2cc(C(=O)NC3CCCC3)no2)cc1OC	-7.5	-3.3	5.0	1.8	-0.3	-1.6	1.6	-0.9	1.9	11.2
38	COc1ccc(N(C(=O)c2snc(C(N)=O)c2N)C(C(=O)NC2CCCC2)c2cccs2)cc1OC (configuration not stated)	7.1	-6.2	-35.1	0.9	-2.0	4.1	-9.9	-0.2	-18.1	3.5
39	COc1ccc(-n2c(SCC3OCCO3)nc3c(sc(=S)n3-c3ccccc3)c2=O)cc1OC	-0.8	7.2	2.7	-4.0	0.7	-4.6	-0.6	-0.9	-4.6	-10.2
40	O=C1c2ccccc2S(=O)(=O)N1Cc1nnc(-c2ccccc2Br)o1	0.8	-8.2	-1.8	-0.3	-0.7	-1.1	0.5	-3.7	-1.0	6.2
41	CCCNc1nc2c(c(=O)[nH]c(=O)n2C)n1CCCc1ccccc1	5.6	-7.3	-6.5	-5.2	-0.1	0.1	0.4	4.1	1.8	7.3
42	CCc1c(C)nc(SCC(=O)N2CC(C)OC(C)C2)[nH]c1=O (configuration not stated)	4.7	3.4	-7.5	4.8	-0.5	-9.6	1.1	1.5	-6.2	1.4
43	CCc1ccccc1NC(=S)N1CCN(c2cccc(OC)c2)CC1	2.4	8.6	-0.3	0.3	0.3	6.6	4.6	-3.8	-3.6	-1.3
44	CC(CCc1ccccc1)NC(=O)C1CCN(C(=O)c2sccc2-n2cccc2)CC1 (configuration not stated)	1.8	-2.9	-2.8	-2.8	0.2	12.4	4.1	1.2	0.0	6.1
45	Cc1c(C(=O)NCc2cccnc2)oc2c1C(=O)CC(C)(C)C2	1.1	11.7	0.8	1.0	0.3	4.8	0.8	-3.0	6.2	-1.6
46	COc1nc(C)ccc1-c1noc(-c2ccncc2)n1	2.4	1.7	-1.1	0.9	0.7	-14.5	1.5	5.2	1.8	1.1
47	Cc1cccc(C)c1NC(=O)NC1CCc2ccccc21 (configuration not stated)	-5.4	-1.7	-5.4	-6.5	-0.2	-4.6	-0.9	0.9	-3.5	2.4
48	O=c1[nH]c(CSc2nnc3ccccn23)nc2cc(C(F)(F)F)ccc12	5.5	5.4	-4.7	-4.0	-0.5	6.0	-5.2	3.9	2.2	4.4
49	Cc1nn(C)c(C(=O)NNC(=S)NCc2ccco2)c1Br	4.5	7.0	0.8	2.0	-0.2	4.2	-1.7	-2.6	-5.2	-1.8
50	COc1ccc(C(C)=NNc2ccc([N+](=O)[O-])cc2S(=O)(=O)Nc2ccccc2C(=O)O)c(OC)c1	-8.3	8.8	0.7	8.1	-0.1	17.4	-50.5	-0.5	-69.7	6.7
51	Cn1c(=O)c(C(=O)CSc2nncs2)c(N)n(Cc2ccccc2)c1=O	5.0	3.4	-3.6	3.5	-0.3	6.2	0.1	2.6	-4.8	5.6

# Source: PubChem BioAssay

# Rows were taken by chance; 4.1% or so of the library scored in one or more.
